AGP1-GFP MLPCN – yeast TOR pathway AGP1-GFP modulation; S. cerevisiae AGP1-GFP multiplex flow cytometry, 3 h; GFP as percent of DMSO wells; GFP response vs DMSO, % at 10 µM; hit rate 0.02% among 320,000; AID 2066;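 active = GFP response relative to DMSO above a set limit, near screen average plus 3 SD, cut at about 150% in these data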;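 also: median GFP channel fluorescence of the gated AGP1 strain per well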
VLA-4 inh – inhibition in a human VLA-4 binding assay; inhibition, % (about 7 µM as worked out from the volumes in the protocol); AID 2557; VLA-4 expressing cells, ligand binding flow cytometry; hit rate 0.2% among 330,000; in the data active = inhibition above about 50%
Yeast superoxide – lowers age-related superoxide in aged yeast cells | S. cerevisiae aged cells, superoxide DHE fluorescence; stronger effect = lower value | superoxide response (% of plate mean), % at 10 µM | hit rate 0.18% among 330,000 | AID 2690;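 active = superoxide response under a set limit, about three screen SD below normal, cut at about 65% in these data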;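 also: yeast aged for seven days with compound at 30 °C before DHE staining; 100% = average MFI of all compound-treated wells on the plate with controls excluded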
GRK2 aptamer HTS – inhibitors of human GRK2 displacing RNA aptamer. P25098. bead flow cytometry, FAM-aptamer displacement from GRK2. inhibition of aptamer binding, % at 10 µM. hit rate 0.59% among 330,000;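 active = inhibition of aptamer binding above 40%, roughly 3 SD of noise, on plates passing a quality check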;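 also: median bead fluorescence of bound FAM aptamer so fluorescent compounds give negative values; no value below 0 was filed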
Target sequence (P25098 whole entry, looked up): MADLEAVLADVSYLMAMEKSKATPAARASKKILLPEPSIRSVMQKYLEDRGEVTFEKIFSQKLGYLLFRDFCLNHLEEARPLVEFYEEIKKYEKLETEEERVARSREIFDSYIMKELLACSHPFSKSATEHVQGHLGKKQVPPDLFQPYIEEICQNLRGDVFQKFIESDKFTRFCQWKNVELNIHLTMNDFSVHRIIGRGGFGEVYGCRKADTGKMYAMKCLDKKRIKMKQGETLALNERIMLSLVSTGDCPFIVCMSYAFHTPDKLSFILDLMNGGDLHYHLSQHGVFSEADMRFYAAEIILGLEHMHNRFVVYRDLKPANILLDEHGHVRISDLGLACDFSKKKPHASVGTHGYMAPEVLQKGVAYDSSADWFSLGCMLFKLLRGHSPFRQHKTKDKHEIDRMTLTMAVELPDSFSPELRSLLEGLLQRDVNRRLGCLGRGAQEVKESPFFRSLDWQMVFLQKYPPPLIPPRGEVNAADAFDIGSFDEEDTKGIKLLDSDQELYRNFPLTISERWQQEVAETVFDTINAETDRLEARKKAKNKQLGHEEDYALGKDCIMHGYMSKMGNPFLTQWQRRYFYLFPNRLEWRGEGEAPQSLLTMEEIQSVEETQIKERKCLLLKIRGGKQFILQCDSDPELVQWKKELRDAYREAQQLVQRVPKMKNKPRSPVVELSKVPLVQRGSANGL
RPL19A TOR yeast – alters RPL19A-GFP fluorescence in TOR pathway yeast screen; S. cerevisiae RPL19A-GFP strain, flow cytometry, 3 h; stronger effect = lower value; percent response vs DMSO, % at 10 µM; hit rate 0.3% among 330,000; AID 2025;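 active = percent response vs DMSO below 50%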;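 also: median channel GFP fluorescence of the barcoded RPL19A-GFP strain; ratio of sample median GFP to plate DMSO average so 100% = DMSO; lower means less RPL19A-GFP as with rapamycin TOR inhibition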
CIT2-GFP yeast – alters CIT2-GFP fluorescence in TOR pathway yeast screen | S. cerevisiae CIT2-GFP strain, flow cytometry, 3 h; 100 means same as DMSO wells | AID 2029 | hit rate 0.065% among 320,000 | GFP response vs DMSO, % at 10 µM;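 active = GFP response relative to DMSO above a set limit, near the screen mean plus 3 SD, cut at about 150% in these data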;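 also: ratio of well median GFP fluorescence to mean of DMSO wells on the plate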
LAP4-GFP MLPCN – modulators of TOR pathway LAP4-GFP in S. cerevisiae. hit rate 0.34% among 320,000. AID 2023. S. cerevisiae LAP4-GFP multiplex, flow cytometry GFP, 3 h; median GFP as percent of DMSO wells. GFP response vs DMSO, % at 10 µM;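 active = GFP response vs DMSO above a set limit, about the screen mean plus 3 SD, cut at about 150% in these data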
MEP2-GFP yeast – modulators of TOR pathway MEP2-GFP in S. cerevisiae. S. cerevisiae MEP2-GFP strain, flow cytometry GFP, 3 h; 100% = DMSO control level. GFP response vs DMSO, % at 10 µM. hit rate 0.51% among 330,000;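 active = GFP response versus DMSO above a set limit, roughly screen mean plus 3 SD, cut at about 180% in these data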;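 also: median GFP fluorescence of the barcode-gated MEP2-GFP cells per well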
The depositor's hits bear a star; nt = no result given.

SMILES	AGP1-GFP MLPCN	VLA-4 inh	Yeast superoxide	GRK2 aptamer HTS	RPL19A TOR yeast	CIT2-GFP yeast	LAP4-GFP MLPCN	MEP2-GFP yeast
CSc1ccccc1NC(=O)c1c(C)noc1C	93.5	-5.2	83.8	0.0	93.8	96.7	95.1	103.7
Cc1cccc(NC(=O)C2CCCN(S(=O)(=O)c3cccc4nonc34)C2)c1 (stereo not drawn)	102.1	-3.8	105.2	1.0	95.0	99.3	95.6	94.4
COc1ccc(CCNC(=O)Cn2ccc3c(OC)cccc3c2=O)cc1OC	103.4	-4.8	102.5	1.0	110.1	108.2	103.9	102.5
CC(=O)c1ccc(N2CCN(S(=O)(=O)c3c(C)[nH]c(C)c3C(=O)N3CCCCC3)CC2)cc1	102.9	8.0	112.4	2.0	101.7	105.5	95.0	96.7
COc1cc(-c2nnc(SCC(=O)Nc3cc(C)on3)n2C)cc(OC)c1O	109.5	10.3	104.0	1.0	98.7	101.6	99.4	102.2
Cn1c2ccccc2c2ncn(Cc3ccc(F)cc3)c(=O)c21	93.5	-5.9	96.2	1.0	101.5	95.1	99.3	119.5
O=C(NCCOc1ccccc1)c1ccccc1Cl	86.9	3.5	100.8	1.0	94.5	89.2	100.7	94.6
O=C(N/N=C/c1cccs1)c1n[nH]c2c1CCCC2	97.9	6.1	118.0	3.0	98.0	91.2	104.6	107.2
CCn1c2nc(SCCN3CCOCC3)nnc2c2cc(C)cc(C)c21	110.5	2.5	92.3	0.0	101.0	116.4	104.4	110.1
COc1ccc(CCNC(=O)Cn2nnc(C(=O)Nc3cc(C)ccc3C)c2N)cc1OC	108.0	6.0	94.3	3.0	104.5	110.4	105.7	111.6
CCCOc1c(Br)cc(C(=O)OCC(=O)NC(=O)c2cccn2C)cc1OC	99.9	10.3	95.2	0.0	101.0	99.2	96.2	101.0
CCOc1ccc(-c2nnc(SCC(=O)NC3CC3)o2)cc1	102.6	-0.1	97.3	0.0	99.3	100.5	100.7	97.6
O=C(CSc1ccccn1)N1CCc2ccccc21	103.0	-16.9	88.6	3.0	97.6	103.5	104.4	105.0
O=C(O)C1CCCCC1C(=O)Nc1nccs1 (stereo not drawn)	73.3	-0.8	108.5	4.0	109.2	66.6	98.8	89.3
CCN(C(=O)CSc1nnc(COc2ccccc2F)n1N)C1CCS(=O)(=O)C1 (stereo not drawn)	98.4	5.8	97.3	0.0	103.7	113.6	104.2	96.1
Cc1ccc(Sc2c(C=O)c3ccccc3n2C)cc1	nt	-5.7	108.8	3.0	105.9	112.5	127.2	119.2
Cc1cccc(C(=O)NCc2nnc(SCC(=O)NC3=NCCS3)n2C)c1	101.1	-13.5	78.1	3.0	102.5	100.2	90.2	101.6
CC(=O)c1cccc(Oc2ncccn2)c1	104.9	17.1	100.9	0.0	105.5	104.6	101.9	110.0
O=[N+]([O-])c1cccc(/C(=N/N=C/c2ccccc2Br)C23CN4CN(CN(C4)C2)C3)c1	103.8	27.4	101.7	0.0	98.7	102.1	100.6	100.2
Cc1ccc(NC2=NCCC2)cc1Cl	108.2	4.2	64.9*	0.0	101.9	105.2	97.9	106.5
COc1cccc(NC(=O)C2CCN(S(=O)(=O)c3ccc4c(c3)CC(C)N4C(C)=O)CC2)c1 (stereo not drawn)	100.2	-0.7	83.8	1.0	96.5	102.8	94.5	96.4
COc1ccc(OC)c(/C=N/NC(=O)c2ccncc2)c1	108.3	6.5	98.0	57.0*	108.5	110.0	102.6	109.1
CCN(C(=O)COC(=O)c1sccc1C)c1c(N)n(Cc2ccccc2)c(=O)[nH]c1=O	117.3	14.9	104.4	0.0	103.8	99.5	112.8	105.6
O=C(COc1ccc(Cl)cc1)NCc1nnc(SCC(=O)N2CCCc3ccccc32)o1	103.9	-2.5	101.7	0.0	104.6	99.6	104.1	99.6
COCCCNC(=O)COc1ccc(Cl)c(C)c1	102.8	3.8	114.7	2.0	98.7	94.6	111.6	99.4

Sorted by value in AGP1-GFP MLPCN (low to high): 3 from the list above.
structure	AGP1-GFP MLPCN	VLA-4 inh	GRK2 aptamer HTS	RPL19A TOR yeast	CIT2-GFP yeast	LAP4-GFP MLPCN	MEP2-GFP yeast
Cn1c2ccccc2c2ncn(Cc3ccc(F)cc3)c(=O)c21	93.5	-5.9	1.0	101.5	95.1	99.3	119.5
Cc1cccc(C(=O)NCc2nnc(SCC(=O)NC3=NCCS3)n2C)c1	101.1	-13.5	3.0	102.5	100.2	90.2	101.6
CC(=O)c1cccc(Oc2ncccn2)c1	104.9	17.1	0.0	105.5	104.6	101.9	110.0

(more compounds)
SMILES	AGP1-GFP MLPCN	VLA-4 inh	Yeast superoxide	GRK2 aptamer HTS	RPL19A TOR yeast	CIT2-GFP yeast	LAP4-GFP MLPCN	MEP2-GFP yeast
O=C(O)C1C2C=CC3(O2)C1C(=O)N1c2ccccc2COC13 (stereo not drawn)	103.8	10.5	110.3	1.0	100.5	105.2	101.3	105.5
C=CCNc1nnc(-c2ccncc2)s1	92.5	1.9	103.6	0.0	94.5	107.9	109.0	106.1
C[C@@H](OC(=O)c1[nH]cnc1C(=O)NCc1ccc(CNC(=O)OC(C)(C)C)cc1)c1ccccc1	98.4	-10.2	106.7	0.0	94.7	93.9	116.0	95.3
CC(=O)N/C(=C\c1ccccc1)C(=O)OC(C)C(=O)N(C)c1ccccc1 (stereo not drawn)	107.3	-1.6	97.4	0.0	99.3	95.2	100.4	101.9
CC(=O)c1ccccc1OCCOc1ncnc2sccc12	103.0	1.0	93.6	1.0	105.6	117.2	98.5	112.2
CC(Nc1ccccc1N1CCCCC1)C(=O)N1CCc2ccccc21 (stereo not drawn)	98.8	13.2	79.8	2.0	98.6	101.6	99.9	103.0
CCCCOc1ccc(CSc2n[nH]c(C)n2)cc1	96.8	-1.9	73.5	0.0	106.5	107.8	117.6	107.3
O=C(O)Cn1c(COc2ccc(Cl)cc2)nc2ccccc21	104.8	5.0	95.8	0.0	101.1	92.9	90.0	97.3
COc1ccc(N2CCN(C(=O)COC(=O)/C=C/c3ccc(OC(F)F)cc3)CC2)cc1	99.3	-12.0	105.3	0.0	98.0	95.9	99.3	97.3
O=C(c1ccc2ccccc2c1)N1CCCC1	105.0	-7.7	116.4	0.0	109.6	110.1	99.0	110.9
COc1ccc(NC(=O)Nc2cc(C)ccc2OC(F)F)c(OC)c1	95.4	1.6	92.7	0.0	98.3	93.8	84.6	92.5
Cc1nc(CCNC(=O)C2CCC(=O)N(Cc3cccc(F)c3)C2)sc1C (stereo not drawn)	120.7	6.5	116.8	0.0	113.9	117.8	122.5	107.7
C=CCN(CC=C)S(=O)(=O)c1ccc(NC(=S)NC(=O)c2ccco2)cc1	121.3	-21.9	106.2	9.0	84.6	112.0	97.1	132.8
CC(C)(CO)NCC(O)Cn1cc(C=O)c2ccccc21 (stereo not drawn)	101.0	7.2	90.0	2.0	96.1	99.1	103.2	91.9
O=C(CN1CCOCC1)N/N=C/c1cc2ccccc2nc1Cl	87.3	-0.6	97.8	0.0	92.9	100.0	91.6	98.3
Cc1c(C)n(-c2ccccc2)c2ncnc(NCCCN(C)C)c12	99.3	2.5	110.5	0.0	101.5	95.8	nt	101.3
COc1ccccc1N1CCN(C(=O)c2cc3cc(Br)ccc3oc2=O)CC1	104.7	-7.8	82.1	0.0	102.1	104.2	107.9	104.9
COCCNC(=O)/C(C#N)=C/c1cccs1	102.3	3.2	107.9	2.0	96.6	95.2	104.7	97.7
Cc1cccc(C)c1NC(=S)N(CCCN1CCOCC1)Cc1cccnc1	98.7	-2.1	95.3	0.0	97.4	98.7	97.3	96.5
CCc1ccc(NC(=S)N2CCCC(C(F)(F)F)C2)cc1 (stereo not drawn)	120.1	3.8	95.7	2.0	111.2	117.7	112.6	110.6
O=C(C[C@@H]1C/C=C\CC[C@@H](Cc2ccc(F)cc2)C(=O)OC[C@@H](Cc2ccccc2)NC1=O)NCCO	100.2	-20.0	95.2	0.0	93.7	97.6	100.4	95.2
O=C(NC(=S)N1CCOCC1)c1ccc([N+](=O)[O-])cc1	103.2	8.6	103.9	3.0	98.9	97.0	105.7	112.8
COc1ccc(NC(=O)CNC(=O)Cc2cccc3ccccc23)c(OC)c1	104.2	-6.2	99.2	1.0	97.9	88.9	109.9	99.5
COc1ccc(C2=NC(=O)NC2c2ccc(OC)cc2)cc1 (stereo not drawn)	104.1	1.6	89.1	0.0	110.4	105.9	107.1	109.6
COc1ccccc1CCC(=O)NNC(=O)c1cccs1	107.2	11.9	79.0	2.0	105.6	121.5	96.5	107.7

New compounds follow:
SMILES	AGP1-GFP MLPCN	VLA-4 inh	Yeast superoxide	GRK2 aptamer HTS	RPL19A TOR yeast	CIT2-GFP yeast	LAP4-GFP MLPCN	MEP2-GFP yeast
Cc1cccnc1NC(=O)Nc1cccc(C(F)(F)F)c1	111.4	2.2	106.3	0.0	106.3	111.4	107.9	113.1
C=CCNC(=S)NNC(=O)c1ccc(OCC)cc1	108.3	-6.7	112.8	4.0	105.2	103.9	111.4	107.8
COc1cccc(OC)c1NC(=O)NC(=O)c1c(OC)c(Br)cc([N+](=O)[O-])c1OC	98.8	-6.5	90.8	2.0	93.5	101.4	95.6	94.1
Cc1ccc(S(=O)(=O)/N=C(/Nc2ccc([N+](=O)[O-])cc2)c2ccccc2)cc1	94.5	-4.0	108.5	1.0	96.1	90.5	97.9	96.6
Cc1cc(CSc2nc(C)cc(=O)[nH]2)c2ncccc2c1	93.3	-5.8	97.2	2.0	93.9	86.3	109.2	101.3
O=C(O)c1cc(NN=Nc2cccc([N+](=O)[O-])c2)cc([N+](=O)[O-])c1	101.1	-21.8	91.8	0.0	95.1	84.9	109.3	101.4
COc1ccc(S(=O)(=O)N2CCN(CC(=O)NC3CCCC3)CC2)cc1	87.6	-5.2	100.4	0.0	94.2	113.5	96.9	136.4
CCOC(=O)Cc1csc(NC(=O)Nc2ccc(F)cc2)n1	99.8	23.9	92.4	0.0	100.5	94.4	98.5	101.0
Cc1cccc2cc(COC(=O)C(C)C)c(=O)[nH]c12	nt	3.5	93.6	2.0	99.4	104.5	107.0	101.2
Cc1ccc(-c2nnc(-c3cccc(NC(=O)c4cccs4)c3)o2)cc1	96.3	5.7	113.2	0.0	97.0	102.7	102.3	103.1
CC(/C=N/NC(=O)c1cc(-c2ccc(C)s2)[nH]n1)=C\c1ccccc1	97.8	10.4	80.3	0.0	101.4	89.8	89.1	97.5
CCNc1nc(NCC)nc(N(C)/N=C/c2ccco2)n1	98.9	11.3	98.3	10.0	98.3	91.7	95.4	91.8
Cc1ccc2[nH]c(=O)c(CN(C)C(=O)c3cccs3)cc2c1	98.3	-6.3	96.8	5.0	98.6	94.0	99.4	103.6
COC(=O)[C@H](CC(C)C)NS(=O)(=O)N(Cc1ccccc1)[C@@H](CC(C)C)C(=O)OC	96.8	-4.7	94.5	3.0	100.6	110.8	99.1	90.7
O=C(O)c1ccc(OCC(O)Cn2cnc3ccccc32)cc1 (stereo not drawn)	102.7	-9.3	92.6	4.0	99.4	99.6	104.0	99.0
CCOc1ccc(N=C2C(=O)N(CN3CCOCC3)c3ccccc32)cc1	90.0	5.3	92.2	0.0	94.8	88.3	92.3	93.8
Cn1c(CNc2cccc(C(F)(F)F)c2)n[nH]c1=S	102.4	3.4	78.6	0.0	102.3	106.3	97.5	110.0
O=C(c1cccn2c(=O)c3ccc(Cl)cc3nc12)N1CCN(Cc2ccc3c(c2)OCO3)CC1	104.7	-0.1	86.6	0.0	98.2	99.7	93.4	98.0
O=C(c1ccc([N+](=O)[O-])s1)N1CCc2ccccc21	91.3	8.3	96.8	1.0	101.3	105.4	96.3	96.0
COc1ccc(NC(=O)CN(c2ccc(OC)cc2)S(=O)(=O)c2ccc(OC)c(OC)c2)cc1	94.9	4.8	100.1	0.0	95.5	96.1	101.2	94.0

Screens deposited in PubChem by NMMLSC.
